Source: PubChem BioAssay
HEK293 tox: cytotoxicity counter-screen for GLP-1 receptor inverse agonists. HEK293 cAMP-luciferase reporter cells, luminescence, 24 h. Potency, µM (doses to about 38.3 µM), inactives show at the top dose activity change, negative = inhibition, usual class: inhibitors. 0.13% of 410,000 active. AID 624418;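 note: loss of luciferase light is scored as toxicity; potency is the fitted concentration of half-maximal effect; % is set by controls: 0 for no effect and ±100 for the full control effect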
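MLSMR compounds, 24 hr on cells at 37 deg C/5% CO2; luminescence after luciferase reagent (12 min RT). Inhibition counted as the undesired cytotoxic outcome.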
Akt phos inh: blocks phosphorylation of Akt; Neuro2A IGF-stimulated pAkt S473 HTRF, 20 min; stronger effect = lower value; activity change, % for hits at 50 µM; 0.32% of 360,000 active; AID 651550; in the data active = activity change below about -80%; inconclusive = mostly about -51% to -80%; note: % is set by controls: 0 for no effect and ±100 for the full control effect
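Neuro2A cells in DMEM with 0.5% FBS, overnight at 37 deg C, given compound at single 50 µM final, then IGF (6 nM final) for 20 min at 37 deg C. Lysed; phospho-Akt Ser473 by HTRF after 24 h, 665/615 ratio.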
MmCpn inh: inhibitors of Methanococcus maripaludis chaperonin (MmCpn). purified Mm-Cpn ATPase, ADP Transcreener TR-FRET. Potency, µM (highest dose often 76.9 µM), for the others: top-dose activity, negative = inhibition, usual class: inhibitors. 0.031% of 330,000 active; note: potency is the fitted concentration of half-maximal effect; % is set by controls: 0 for no effect and ±100 for the full control effect; nearly all actives have a fitted effect of over 80% in size
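Compound-treated chaperonin, 25 nM final, turns over 10 uM ATP at 37°C for 30 min following a 10 min preincubation; ADP generated competes with ADP-d2 for Eu-cryptate antibody, lowering FRET.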
FUS suppressor: FUS proteinopathy suppression in yeast. S. cerevisiae FUS-expressing, growth rescue, OD600, 24 h. Potency, µM (top dose mostly 76.6 µM), without a hit: at the highest dose growth rescue (activation), actives largely listed as activators. 0.24% of 390,000 active. AID 1347120;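 note: potency is the fitted concentration of half-maximal effect; plate controls were DMSO vehicle for no effect and reference control for full effect; nearly all actives have a fitted effect of over 55% in size; some results filed as inactive show a strong effect at the top dose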
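Compound concentration series was pinned onto galactose-induced FUS-expressing yeast seeded at OD 0.005. Plates sat 24hr at 30C; absorbance at 600 nm gave growth. DMSO served as background control.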
Abeta yeast res: compounds reversing amyloid beta toxicity in yeast; yeast expressing A-beta42, growth rescue, OD600, 48 h; response scale: 0% DMSO, 100% iron-clioquinol control; Potency, µM (highest dose often 46.1 µM), for the others: at the highest dose growth rescue, actives largely listed as activators; 0.063% of 410,000 active; AID 1347071; note: potency is the fitted concentration of half-maximal effect; nearly all actives have a fitted effect of over 55% in size
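Yeast growth medium received pinned compounds, then yeast cells expressing toxic A-beta were added; plates incubated at 30 C for 48 hr. Growth read as absorbance at 600 nm, normalized to DMSO and equimolar FeCl3 plus clioquinol controls.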
TDP43 rescue: rescues yeast growth from TDP-43 toxicity; TDP-43 expressing yeast growth rescue, BacTiter-Glo, 24 h; Potency, µM (top dose mostly 46.1 µM), without a hit: at the highest dose growth rescue (activation), most hits filed as activators; 1.8% of 410,000 active; AID 652104; note: potency is the fitted concentration of half-maximal effect; % of control where 0% means no effect; nearly all actives have a fitted effect of over 50% in size
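Growth rescue of TDP-43-toxic yeast measured as ATP luminescence (BacTiter-Glo). Cells grown to mid-log in raffinose, induced in galactose at OD600=0.02, exposed to compound 24 hr at 30 deg C.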
aSyn rescue: inhibitors of alpha-synuclein toxicity in yeast; Yeast expressing alpha-synuclein, growth rescue, BacTiter-Glo, 24 h; Potency, µM (highest dose often 46.1 µM), for the others: at the top dose growth rescue (activation), hits mostly activators; 0.14% of 370,000 active; note: potency is the fitted concentration of half-maximal effect; % of control where 0% means no effect; nearly all actives have a fitted effect of over 65% in size
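Readout is rescue of growth in alpha-synuclein-expressing yeast, so inhibitors of toxicity appear as activators. Growth after 24 hr at 30 deg C in galactose medium is quantified by luminescence.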
PTHR1 ag: activates the human parathyroid hormone receptor PTHR1 | AID 743266 | Potency, µM (highest dose often 115 µM), for inactives: at the highest dose activation, usual class: activators | HEK293 GP2 PTHR1 cells, GloSensor cAMP luminescence, 1 h | 0.075% of 410,000 active; note: potency is the fitted concentration of half-maximal effect; nearly all actives have a fitted effect of over 55% in size; some results filed as inactive show a strong effect at the top dose; inactives centre near -15; many of its hits are not listed in these tables
Target sequence (Q03431 whole entry, looked up): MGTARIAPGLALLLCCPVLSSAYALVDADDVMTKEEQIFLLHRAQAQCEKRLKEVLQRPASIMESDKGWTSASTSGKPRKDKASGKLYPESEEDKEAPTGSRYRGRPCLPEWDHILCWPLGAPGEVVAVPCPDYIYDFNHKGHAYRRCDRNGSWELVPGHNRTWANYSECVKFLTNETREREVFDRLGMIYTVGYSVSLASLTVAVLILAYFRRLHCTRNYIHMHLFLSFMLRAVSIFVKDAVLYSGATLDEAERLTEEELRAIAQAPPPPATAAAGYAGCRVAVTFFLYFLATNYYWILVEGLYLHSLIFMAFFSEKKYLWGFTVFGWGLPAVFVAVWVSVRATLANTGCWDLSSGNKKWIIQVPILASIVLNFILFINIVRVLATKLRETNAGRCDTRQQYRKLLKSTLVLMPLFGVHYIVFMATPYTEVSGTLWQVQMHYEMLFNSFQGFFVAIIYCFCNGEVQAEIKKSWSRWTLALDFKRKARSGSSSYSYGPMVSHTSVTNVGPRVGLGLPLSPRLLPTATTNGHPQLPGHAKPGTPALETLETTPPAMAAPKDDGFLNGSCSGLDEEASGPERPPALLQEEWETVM
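HEK-293-derived GP2 cells expressing PTHR1 and a GloSensor cAMP reporter, 3,000/well, plated overnight, given luciferin plus IBMX (each 0.5 mM as added) for 1 h at 37 °C, then compound for 1 h at 37 °C. Luminescence was read after 15 min at room temperature.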
GLP-1R inv ag: inverse agonists of human GLP-1 receptor. 1.6% of 410,000 active. AID 624417. HEK293 GLP-1R CRE-luciferase, luminescence, 24 h; GLP-1R form is constitutively active. Potency, µM (highest dose often 38.3 µM), for the others: at the highest dose activity change, negative = inhibition, most hits filed as inhibitors. P43220; note: potency is the fitted concentration of half-maximal effect; % is set by controls: 0 for no effect and ±100 for the full control effect; nearly all actives have a fitted effect of over 55% in size
Target sequence (P43220 whole entry, looked up): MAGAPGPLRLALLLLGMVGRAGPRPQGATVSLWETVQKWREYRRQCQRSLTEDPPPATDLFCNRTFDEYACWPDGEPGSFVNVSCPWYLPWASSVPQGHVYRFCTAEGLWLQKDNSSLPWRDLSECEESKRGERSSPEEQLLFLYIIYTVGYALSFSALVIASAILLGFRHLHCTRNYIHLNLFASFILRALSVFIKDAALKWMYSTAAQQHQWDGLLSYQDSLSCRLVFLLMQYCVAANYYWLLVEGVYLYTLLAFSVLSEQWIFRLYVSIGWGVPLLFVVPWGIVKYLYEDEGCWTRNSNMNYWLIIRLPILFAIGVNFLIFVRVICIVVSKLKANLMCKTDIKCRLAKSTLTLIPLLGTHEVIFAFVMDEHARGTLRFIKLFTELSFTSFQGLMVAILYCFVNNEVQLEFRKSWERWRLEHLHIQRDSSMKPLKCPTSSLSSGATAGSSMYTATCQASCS
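Luminescence readout: a drop in cAMP-driven luciferase signal flags inverse agonism at a constitutively active GLP-1R stably expressed in HEK293. Compound exposure lasted 24 hr at 37 deg C, 5% CO2.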
The depositor's hits bear a star; i = inactive; ? = inconclusive; / = not tested or not shown; & = joins results of further samples; [ ] = another dose, or the depositor's remark. Unless noted, calls come from the whole dose curve; as a rule, active = well fitted curve in the direction sought with a large enough effect; inconclusive = small, poorly fitted or top-dose-only effect, or another doubt; inactive = no such curve, though single readings can be large; an effect the other way counts as inactive or inconclusive. Not all compounds are listed, so the mix of outcomes need not match the whole.

compound,HEK293 tox,Akt phos inh,MmCpn inh,FUS suppressor,Abeta yeast res,TDP43 rescue,aSyn rescue,PTHR1 ag,GLP-1R inv ag
CCC(=O)NC(c1cc(Cl)c2cccnc2c1O)C(C)C (configuration not stated),/,/,1%&-10%,-21%,?,/,/,-10%,/
CCOC(=O)CNC(=O)c1cn(CC(C)C)c(=O)c2cc(OC)c(OC)cc12,16%,i,-8%,23%,1%,1%,-2%,-35%[inhibitor],4%
CCN(c1ccccc1)S(=O)(=O)c1ccc(Cl)c(NC(=O)CN(C)C2CCN(C)CC2)c1,-15%,i,-3%,14%,-25%,1%,-9%,i,?
COc1cc(F)ccc1CN1CCC(n2nccc2NC(=O)C2CCOC2)CC1 (configuration not stated),-3%,i,2%,/,1%,20%,-3%,i,10%
O=C(NCCNC(=O)c1cc(F)cc(F)c1)c1cc(F)cc(F)c1,-4%,i,0%,-9%,-12%,-4%,-4%,i,19%
C/C(CC(=O)Nc1ccc(N(C)C)cc1)=N\NC(=O)c1ccncc1,5%,i,-1%,6%,-15%,-7%,6%,i,-7%
O=C(NCC(c1cccnc1)N1CCc2ccccc21)c1ccc(F)c(F)c1 (configuration not stated),1%,/,/,-5%,-2%,-5%,/,-83%[inhibitor],?
CC1(C)C(=O)Nc2ccccc2N1C(=O)COC(=O)c1cc(S(=O)(=O)N2CCOCC2)ccc1F,7%,i,0%,1%,-13%,-4%,1%,-36%[inhibitor],13%
Cc1nc2cc(-c3cccc(F)c3)nn2c(C)c1CCC(=O)NC(C)c1ccc2c(c1)OCCO2 (configuration not stated),-1%,i,0%,?,-34%[inhibitor],?,9%,-14%,?
COC(=O)c1sc(NC(=O)CSc2nnnn2-c2ccc(C)cc2C)nc1C,2%,i,1%,16%,4%,12%,-1%,i,0%
Cc1cc(C(N)=O)c2cc(Br)ccc2n1,2%,i,-1%,8%,0%,-14%,-3%,i,6%
O=c1[nH]cc(CN2CCOCC2)c(=O)[nH]1,2%,i,/,-21%,-6%,-20%,-7%,-11%,-4%

3 entries from above, sorted by molecular weight, rising.
compound,HEK293 tox,Akt phos inh,MmCpn inh,FUS suppressor,Abeta yeast res,TDP43 rescue,aSyn rescue,PTHR1 ag,GLP-1R inv ag
Cc1cc(C(N)=O)c2cc(Br)ccc2n1,2%,i,-1%,8%,0%,-14%,-3%,i,6%
C/C(CC(=O)Nc1ccc(N(C)C)cc1)=N\NC(=O)c1ccncc1,5%,i,-1%,6%,-15%,-7%,6%,i,-7%
O=C(NCC(c1cccnc1)N1CCc2ccccc21)c1ccc(F)c(F)c1 (configuration not stated),1%,/,/,-5%,-2%,-5%,/,-83%[inhibitor],?

(more compounds)
compound,HEK293 tox,Akt phos inh,MmCpn inh,FUS suppressor,Abeta yeast res,TDP43 rescue,aSyn rescue,PTHR1 ag,GLP-1R inv ag
CCN(c1ccccc1)S(=O)(=O)c1ccc(OCC(F)(F)F)c(NC(=O)c2ccc(=O)[nH]c2)c1,9%,i,/,22%,5%,-12%,-1%[1.84 µM],i,11%
Oc1c(Br)cc(Br)cc1C=Nc1ccc2[nH]ncc2c1,4%,i,-2%,4%,-64%[inhibitor],19%,-12%,-17%,?
COc1ccccc1NC(=S)NNC(=S)Nc1ccc(OC(F)F)cc1,-20%,i,-1%,20%,21%,?,-1%,i,?
CCOC(=O)CSc1nc2ccsc2c(=O)[nH]1,-3%,i,0%,1%,9%,-14%,7%,-1%,2%
COc1ccccc1N1CCN(C(=O)c2cccc3c(=O)c(C)c(-c4ccccc4)oc23)CC1,-8%,i,1%,24%,-42%[inhibitor],26%,-9%,-14%,-22%
CC1(C)c2ccccc2-c2nc3ccccc3cc2C1N1CCOCC1 (configuration not stated),10%,i,/,8%,-4%,4%,6%,-47%[inhibitor],?
Cc1cccc(NC(=O)C2C(C(=O)O)C3C=CC2C32CC2)c1C (configuration not stated),?,i,1%,-9%,-11%,4%,-14%,-4%[57.5 µM],-11%
CCOC1=C2[C@@H](CN(S(=O)(=O)c3ccc(C)cc3)[C@H]2c2cccc3ccccc23)[C@H]2C(=O)N(C3CCCCC3)C(=O)[C@H]2C1,3%,i,/,28%,-6%,12%,10%,-12%,17%
CN1C(=O)c2ccccc2Sc2ccc(NC(=O)COc3ccc(F)cc3)cc21,-11%,/,/,41%,5%,10%,/,-29%,?
CCN1/C(=C/c2cccc[n+]2C)Sc2ccc(OC)cc21,-29%,i,-2%,-19%,-23%,-21%,-3%,-56%[inhibitor],?
COc1ccc(CN2CCC(=O)N([C@H](CO)CC(C)C)CC2)cc1,4%,i,-1%,-8%,0%,0%,-5%,i,12%
CCOC(=O)c1cnc2c(Cl)cccc2c1NCCCN1CCOCC1,3%,i,-1%,-22%,-10%,-7%,-8%,i,16%

Part of the list above, with each value named.
> Cc1nc2cc(-c3cccc(F)c3)nn2c(C)c1CCC(=O)NC(C)c1ccc2c(c1)OCCO2 (configuration not stated)
  HEK293 tox: -1%; Akt phos inh: i; MmCpn inh: 0%; FUS suppressor: ?; Abeta yeast res: -34%[inhibitor]; TDP43 rescue: ?; aSyn rescue: 9%; PTHR1 ag: -14%; GLP-1R inv ag: ?
> COC(=O)c1sc(NC(=O)CSc2nnnn2-c2ccc(C)cc2C)nc1C
  HEK293 tox: 2%; Akt phos inh: i; MmCpn inh: 1%; FUS suppressor: 16%; Abeta yeast res: 4%; TDP43 rescue: 12%; aSyn rescue: -1%; PTHR1 ag: i; GLP-1R inv ag: 0%
> Cc1cc(C(N)=O)c2cc(Br)ccc2n1
  HEK293 tox: 2%; Akt phos inh: i; MmCpn inh: -1%; FUS suppressor: 8%; Abeta yeast res: 0%; TDP43 rescue: -14%; aSyn rescue: -3%; PTHR1 ag: i; GLP-1R inv ag: 6%
> O=c1[nH]cc(CN2CCOCC2)c(=O)[nH]1
  HEK293 tox: 2%; Akt phos inh: i; MmCpn inh: /; FUS suppressor: -21%; Abeta yeast res: -6%; TDP43 rescue: -20%; aSyn rescue: -7%; PTHR1 ag: -11%; GLP-1R inv ag: -4%

Next section:
compound,HEK293 tox,Akt phos inh,MmCpn inh,FUS suppressor,Abeta yeast res,TDP43 rescue,aSyn rescue,PTHR1 ag,GLP-1R inv ag
COc1ccccc1CNC(=O)CN1C(=O)CSc2ccc(S(=O)(=O)N(C)C)cc21,-2%,/,/,11%,-10%,24%,/,0%,-9%
CC1CCC/C(=N\NC(=O)COc2ccccc2Cl)C1 (configuration not stated),-10%,i,0%,5%,3%,22%,-2%,i,-17%
O=C(CSc1nc2c([nH]c3ccccc32)c(=O)n1-c1ccc(F)cc1)N1CCc2ccccc21,2%,/,/,-14%,-24%,-18%,-11%,3%,-16%
COC(=O)CC1=NN(c2nc(C)cc(C)n2)C(=O)C1,-1%,i,2%,6%,7%,15%,11%,i,1%
Cc1ccccc1S(=O)(=O)N(C)C[C@H]1OCc2cnnn2CCCC(=O)N([C@H](C)CO)C[C@H]1C,5%,i,/,-16%,-2%,-8%,0%,-1%,1%
Cc1cccc(NC(=O)CSc2nnc(Cn3nnc(-c4ccccc4)n3)n2-c2ccccc2)c1,-1%,i,-2%,20%,2%,12%,1%,i,0%
CCOC(=O)N1CCN(C(=O)c2cnn3c(C(F)(F)F)cc(-c4cccs4)nc23)CC1,56%[activator],i,-5%,-7%,2%,-7%,-7%,-24%,16%
COC(=O)C1=C(C)NC2=C(C(=O)CC(C)(C)C2)C1c1ccsc1 (configuration not stated),7%,i,-6%,10%,-2%,-12%,-6%,-15%,-5%
Cc1nn2c(=O)c3c4c(sc3nc2n1-c1ccccc1)COC(C)(C)C4,4%,i,1%,17%,-11%,17%,12%,-33%,21%
COC(=O)c1c[nH]c(=O)c2ccccc12,10%,i,-5%,4%,-15%,-11%,0%,0%,22%
CC(=O)Nc1ccc(N/C=C(\C=O)c2nc3ccccc3o2)cc1,-5%,i,1%,-7%,-4%,-13%,1%,i,-25%
COC(=O)Cn1nc(-c2ccc(C)cc2)c2ccccc2c1=O,14%,i,-1%,19%,-39%[inhibitor],-1%,-37%[inhibitor],i,?
c1ccc2c(c1)CC/C2=N/Nc1nc2ccccc2[nH]1,3.5µM*,i,-19%,16%,-1%,4%,-4%,i,?
COc1ccccc1-c1c(C)oc2c(CN3CCN(C)CC3)c(O)ccc2c1=O,-9%,i,0%,0%,-19%,2%,0%,i,4%
COc1ccc(Cc2nc3ccc(C(=O)NC(C)Cc4ncccc4C)cc3o2)cc1OC (configuration not stated),9%,i,-2%,7%,0%,-7%,1%,-31%[inhibitor],-4%
CCN(c1ccc(C)cc1C)S(=O)(=O)c1nnc(NC(=O)C(C)(C)C)s1,0%,i,-1%,29%,-4%,0%,1%,-89%[inhibitor],?
O=C1C(O)=C(O)C(=O)c2ccccc21,-5%,i,/,-8%,-28%,-22%,1%,-5%,-15%
COc1ccc(-c2ccc(/C=C(\NC(=O)c3ccccc3)C(=O)N3CCOCC3)o2)cc1,17%[0.307 µM],i,-6%,28%,10%,-11%,15%,i,-1%[0.307 µM]
CCC(=O)N1CCN(C(C)=O)C1c1ccccc1 (configuration not stated),1%,i,0%,11%,-19%,-16%,-1%,i,21%
CCN(CC)c1ccc(NC(=S)NC(=O)c2ccco2)cc1,?,i,-3%,24%,4%,-1%,-10%,-36%[inhibitor],?
COc1ccc(NC(=O)CN(C)C(=O)C2CSC3(C)CCC(=O)N23)cc1 (configuration not stated),-15%,i,1%,-9%,-4%,3%,-6%,i,3%
